E coli growth: counter-screen for AddAB inhibitors: E. coli growth inhibition | E. coli V3065 growth, OD600 absorbance, 18 h | inhibition, % at 11.9 µM | actives 0.27% (n = 330,000) | AID 449728;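 active = inhibition above the campaign's mean inhibition across all tested compounds plus 3 SD, cut at about 9.9% in these data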;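 also: uninfected addAB+ strain grown without phage in ampicillin broth; 0% = DMSO wells and 100% = ciprofloxacin 0.95 µg/ml wells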
CAL PDZ FP: inhibitors of human CAL PDZ peptide binding; Q9HD26; purified CAL PDZ, TMR-peptide fluorescence polarization, 1 h; actives 0.02% (n = 330,000); inhibition, % at 20 µM; AID 504414;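 active = highest replicate inhibition of at least 40%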;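 also: plate controls were DMSO neutral control wells for no effect and unlabeled competitor peptide control wells for full effect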
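Assay system – tagged CAL PDZ protein CerCALP, purified · Timing – 1 h at RT · Compound – single point, 20 µM · Measured by – fluorescence polarization from S- and P-plane intensities, G-factor corrected · Evaluation – inhibition from polarization loss · Probe or stimulus – TMR reporter peptide T*-PRC34 · Buffer or medium – pH 7.4 phosphate-saline buffer, reducing agent, detergent, IgG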
phage Ecoli inh: E. coli growth loss with phage present. actives 0.26% (n = 360,000). growth absorbance. inhibition, % at 11.9 µM; in the data active = inhibition above about 11%
DAGLB inhibitor: diacylglycerol lipase beta (human) inhibition. AID 504411. Q8NCG7. HEK293T DAGLB membrane lysate, EnzChek fluorogenic substrate. inhibition, % at 5.17 µM. actives 0.059% (n = 340,000); in the data active = inhibition above about 34%;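 also: 0% = enzyme with vehicle and 100% = wells lacking enzyme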
Target sequence (Q8NCG7 whole entry, looked up): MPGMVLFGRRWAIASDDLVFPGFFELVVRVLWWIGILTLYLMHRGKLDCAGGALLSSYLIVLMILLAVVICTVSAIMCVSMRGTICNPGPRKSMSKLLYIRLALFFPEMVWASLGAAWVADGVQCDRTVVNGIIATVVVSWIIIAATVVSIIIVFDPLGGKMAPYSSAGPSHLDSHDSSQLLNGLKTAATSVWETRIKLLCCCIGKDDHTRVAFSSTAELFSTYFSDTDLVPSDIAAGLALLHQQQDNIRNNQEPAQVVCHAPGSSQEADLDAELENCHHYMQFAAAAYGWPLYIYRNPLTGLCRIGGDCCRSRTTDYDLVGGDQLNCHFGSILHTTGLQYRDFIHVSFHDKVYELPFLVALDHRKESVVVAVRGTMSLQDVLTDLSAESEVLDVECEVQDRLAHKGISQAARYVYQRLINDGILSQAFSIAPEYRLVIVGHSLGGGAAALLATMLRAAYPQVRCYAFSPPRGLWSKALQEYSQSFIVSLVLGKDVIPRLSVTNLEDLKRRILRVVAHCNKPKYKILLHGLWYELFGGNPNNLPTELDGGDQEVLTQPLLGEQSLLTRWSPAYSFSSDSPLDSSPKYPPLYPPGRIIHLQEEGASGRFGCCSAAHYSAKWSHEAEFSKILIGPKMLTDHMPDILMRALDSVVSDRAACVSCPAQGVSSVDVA
PvdQ inh: blocks Pseudomonas aeruginosa PvdQ acylase activity | inhibition, % at 10 µM | AID 488965 | actives 0.063% (n = 340,000) | purified PvdQ acylase, fluorescence plate reader; in the data active = inhibition above about 30%, passing the limit was not always enough; inconclusive = no clear call, values can overlap the other calls;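 also: 0% = vehicle neutral wells and 100% = reference inhibitor wells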
Tat transport: E. coli Tat transport inhibition. E. coli MC4100 TorA-mCherry Tat export, fluorescence. inhibition, % at 10 µM. actives 0.036% (n = 340,000). AID 488895;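 active = mean replicate inhibition at least 50% and at least half of replicates individually reaching 50%; inconclusive = only one of the two criteria met; inactive = neither criterion met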;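 also: exported cargo escapes ClpAP degradation while cytoplasmic cargo is degraded and loses fluorescence; 0% = median of neutral control wells and 100% = median of NaSCN control wells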
Rtt109 Vps75: C. albicans Rtt109 histone acetyltransferase inhibition | inhibition, % at 34.9 µM | purified Rtt109/Vps75, ThioGlo CoA-SH fluorescence, 4 h | actives 0.16% (n = 330,000);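 active = inhibition of at least 50% in every replicate; inconclusive = best replicate reaches 50% inhibition but some replicates fall short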
Target sequence (Q5AAJ8 whole entry, looked up): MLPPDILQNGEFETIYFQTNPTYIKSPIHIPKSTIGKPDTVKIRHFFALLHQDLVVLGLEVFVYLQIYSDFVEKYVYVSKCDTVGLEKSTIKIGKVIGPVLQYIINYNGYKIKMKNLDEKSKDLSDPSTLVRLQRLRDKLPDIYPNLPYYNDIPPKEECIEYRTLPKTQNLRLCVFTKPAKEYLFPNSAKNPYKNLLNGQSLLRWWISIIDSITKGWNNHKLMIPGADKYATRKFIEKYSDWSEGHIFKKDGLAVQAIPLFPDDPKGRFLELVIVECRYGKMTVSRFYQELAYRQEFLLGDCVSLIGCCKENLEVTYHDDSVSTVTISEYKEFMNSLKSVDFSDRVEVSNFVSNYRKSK
Wnt bcat act: activators of Wnt/beta-catenin signaling; Wnt/beta-catenin reporter cell assay, activator, plate reader; activation, % at 9.35 µM; actives 1.2% (n = 300,000); in the data active = activation above about 30%, passing the limit was not always enough; inconclusive = no clear call, values can overlap the other calls;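 also: 0% = neutral control wells and 100% = positive control wells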
PfHsp90 set2: inhibits growth of yeast expressing Plasmodium falciparum Hsp90; S. cerevisiae expressing PfHsp90, BacTiter-Glo ATP, 48 h; yeast lacking PDR1 and PDR3 efflux regulators; inhibition, % at 9.4 µM; actives 0.32% (n = 310,000); AID 504621;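 active = every replicate shows inhibition above about 80%, whatever the replicate mean, limit read from the data; inconclusive = mean inhibition reaches the set limit but some replicate falls short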;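 also: 0% = DMSO neutral controls and 100% = 20 µM radicicol positive controls; yeast relying on Plasmodium falciparum Hsp90 in place of its own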
AddAB inh: less growth of phage-infected E. coli with AddAB. E. coli expressing H. pylori AddAB, absorbance growth. inhibition, % at 11.9 µM. actives 0.29% (n = 330,000). AID 435030; in the data active = inhibition above about 12%;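 also: 0% = vehicle wells of infected cells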
The depositor's hits bear a star; ? = inconclusive; · = no result given.

SMILES	E coli growth	CAL PDZ FP	phage Ecoli inh	DAGLB inhibitor	PvdQ inh	Tat transport	Rtt109 Vps75	Wnt bcat act	PfHsp90 set2	AddAB inh
O=C(COc1ccc(Cl)cc1)N1CCN(c2ccc([N+](=O)[O-])c(N3CCOCC3)c2)CC1	-0.2	-0.9	1.0	7.6	-14.1	2.9	2.7	-2.8	-11.1	1.1
COCCCn1c(SCC(=O)Nc2ccc3c(c2)OCCO3)nnc1-c1ccoc1C	-1.6	·	1.4	-3.6	-12.8	-0.9	7.8	-3.6	-24.1	-1.6
Cc1cc(C)n(C(=O)Cn2nc(C(F)F)cc2C)n1	1.4	-0.2	1.9	0.8	-1.1	-5.7	-13.5	·	·	0.5
Cn1c(=O)oc2cc(S(=O)(=O)CCC(=O)Nc3ccccc3)ccc21	-0.4	-1.1	1.1	0.4	-11.1	-8.0	-1.7	-0.7	-0.2	1.2
CC(=O)NC(CC(C)C)C(=O)NC(CO)C(=O)NC(CCC(=O)O)C(=O)NC(C)C(=O)NC(CC(C)C)C(N)=O (stereo unspecified)	-0.9	-0.4	5.0	1.7	-16.2	-9.4	-1.6	-0.2	20.1	2.9
CCN(CC(=O)NCc1ccc(Cl)cc1)C(=O)/C=C/c1cc(OC)c(OC)c(OC)c1	-0.4	-1.1	-1.4	-3.3	-15.1	-0.8	-3.1	-0.6	-5.2	1.5
OC1CCCN(C(=S)NCc2ccccc2)C1 (stereo unspecified)	3.4	0.0	2.6	-2.1	-15.1	-8.3	-0.8	-1.9	0.9	-0.9
CCCOc1cccc(C(=O)NCCNC(=O)c2ccc(C)nc2)c1	-2.5	-0.3	1.4	-2.5	3.4	11.2	-5.4	-2.0	8.2	3.6
COCCCNc1nc2nonc2nc1N1CCN(C2CCCC2)CC1	1.2	-2.5	0.9	2.7	2.9	11.7	-5.5	0.2	·	-1.3
CCCCOC(=O)C1CCC[C@@H](C)N1 (stereo partly specified)	0.4	·	-1.4	0.1	-9.3	-0.3	-6.0	-1.8	43.3	1.1
CCC1(CC)NC(=O)N(CC(=O)NC(=O)NCc2ccccc2)C1=O	2.3	-2.6	0.7	0.9	1.7	-2.9	-0.9	-0.9	-12.3	-0.7
O=S(=O)(Nc1nc2ccc(S(=O)(=O)N3CCCCC3)cc2s1)c1ccccc1	0.2	·	3.1	6.5	-15.0	11.7	7.1	·	-24.6	-1.0
COc1ccc(-c2csc(NC(=O)CSc3nnnn3C)n2)c(OC)c1	2.3	-2.8	2.7	0.8	8.6	2.5	3.3	1.2	-11.4	-0.1
Cc1cccc2sc(NC(=O)CSc3cn[nH]n3)nc12	-1.4	-2.0	-0.6	0.4	-42.6	6.4	-8.7	-0.2	3.2	2.9
Cc1nc2sc(C(c3ccco3)N3CCOCC3)c(O)n2n1 (stereo unspecified)	1.2	-2.4	0.2	-0.8	-13.6	19.9	-1.5	·	46.5	-0.7
O=c1cc(CN2CCN(c3cccc(Cl)c3)CC2)c2cc(O)c(-c3ccccc3)cc2o1	-0.2	-0.7	0.8	1.2	-0.7	-2.5	4.7	-1.4	6.6	2.2
O=C(CC1S/C(=N/N=C2CCCCCC2)NC1=O)Nc1ccccc1F (stereo unspecified)	·	-2.5	-0.5	1.1	-13.2	-6.3	6.8	-2.5	13.0	·
CC(C)(C)c1cccc(C2(O)C(=O)c3ccccc3C2=O)c1O	-0.1	-10.1	1.8	-7.5	-15.1	-5.9	2.1	0.5	-1.4	1.3
Cc1nc(-c2ccc(Cl)cc2)sc1C1(C)CC(c2ccccc2F)=NO1 (stereo unspecified)	0.2	-0.5	0.1	-8.1	-8.1	-5.9	4.1	14.8	5.9	4.0
CSc1ccc(C2C(C#N)=C(N)Oc3cc4c(cc32)OCO4)cc1 (stereo unspecified)	3.0	-2.8	0.8	1.7	5.3	0.6	6.7	-3.3	12.2	0.8
CCCCOP(=O)(c1ccc(N(C)C)cc1)C(O)c1cccnc1 (stereo unspecified)	-0.7	18.8	3.4	0.1	-16.7	-0.5	8.1	4.5	·	1.4
CC(Nc1cccc([N+](=O)[O-])c1)C(=O)Nc1ccc(S(=O)(=O)N2CCCC2)cc1 (stereo unspecified)	·	-1.6	3.0	1.2	-19.1	3.8	13.3	-1.9	-11.0	·
C[C@H]1CN=C(N(C)C)N1CCc1ccccc1	-0.9	-0.9	3.6	0.1	-3.3	1.9	0.5	4.2	0.2	2.6
Cc1ccc(NC(=O)C2CCN(C(=O)c3ccco3)CC2)cc1C	0.1	-1.9	0.7	-1.2	7.4	-3.0	17.5	-0.7	4.7	2.2
COc1ccc(C2=NN(C(=O)CN3CCCCC3)C(c3ccc(C)cc3)C2)cc1 (stereo unspecified)	1.8	9.2	0.8	-1.5	-17.1	2.3	0.3	-1.0	-24.7	0.9
COCCCNC(=O)c1ccc(S(=O)(=O)c2ccc(Cl)cc2)c(NC(C)=O)c1	-1.6	0.2	1.9	-1.1	-6.0	7.1	0.2	0.8	16.4	1.8
COC(=O)c1ccc(Cl)c(NC(=O)CN2CCN(C)CC2)c1	-1.9	-1.2	3.9	1.0	16.1	-6.2	-3.2	·	2.8	-1.4
O=C(NCc1ccco1)c1ccc(-c2ccc(Cl)cc2)o1	-1.0	-7.0	4.1	-2.3	1.6	-9.9	13.3	9.1	-7.7	1.5
NS(=O)(=O)c1ccc(CCNC(=O)c2ccccc2[N+](=O)[O-])cc1	1.9	-2.2	2.7	1.8	-4.3	-2.8	13.7	1.3	-15.2	3.5
NC(=O)NC(=O)COC(=O)c1ccccc1Oc1ccccc1	-1.1	0.2	1.2	1.7	-19.8	-3.6	-2.4	·	-11.2	1.7
CCCCC(c1nnnn1CCOC)N1CCN(c2cccc(OC)c2)CC1 (stereo unspecified)	·	-1.3	3.3	-3.1	-1.4	-3.4	6.7	-3.0	14.8	·
CCn1c(SCC(=O)NCc2cccs2)nc2c1c(=O)n(C)c(=O)n2C	-0.7	-1.7	1.6	1.2	-5.4	-0.6	-3.5	·	-1.5	-1.0
Cc1ccc(C)c(N2CC(C(=O)O)CC2=O)c1 (stereo unspecified)	-3.3	-1.0	1.2	-3.9	7.0	-7.9	10.1	-0.6	18.3	2.2
O=C(Nc1ccc(F)cc1)C1CCCCC1	2.0	-0.9	2.5	-1.6	-8.8	-2.4	1.2	·	15.5	-0.1
O=C(O)C(Cc1ccccc1)NC(=O)C(c1ccccc1)c1ccccc1 (stereo unspecified)	1.9	-0.2	2.0	-0.3	-7.4	-2.8	-2.5	-2.9	4.9	0.2
Cn1cc(C(=O)c2cccc(Cl)c2Cl)cc1C#N	-0.9	-0.8	3.2	-3.3	0.9	-3.9	10.1	-1.6	4.7	1.7
CCCOc1ccc(C(=O)N/N=C/c2ccc(-c3ccc(S(=O)(=O)Nc4ncccn4)cc3)o2)cc1	1.1	-4.7	1.0	6.3	-3.7	8.2	5.7	·	-33.9	0.1
CCc1ccc(S(=O)(=O)Nc2ccc(N3CCN(C)CC3)cc2)cc1	-1.2	-1.2	0.1	-1.8	-2.1	-4.7	-9.5	-2.8	7.0	0.2
CCOC(=O)c1ccc(NC(=O)CSc2nc(C)cc(=O)[nH]2)cc1	-0.9	-0.2	·	2.5	0.6	2.5	7.0	-2.2	6.3	3.6
O=C1CCC(CCC(=O)N2CCCC(C(=O)c3ccc4c5c(cccc35)CC4)C2)=NN1 (stereo unspecified)	-3.7	-2.1	4.2	-2.6	5.2	-2.9	-3.8	0.1	-3.0	-3.8
COC(=O)c1cc(OC)c(OC)cc1NC(=O)Nc1cccc(C(C)=O)c1	-1.7	-0.5	4.4	1.2	-12.7	-8.6	-3.7	10.7	-40.6	0.9
N#Cc1ccc(C(=O)N(Cc2ccco2)c2c(N)n(Cc3ccccc3)c(=O)[nH]c2=O)cc1	-1.6	-0.6	3.9	1.1	-9.4	-13.8	3.4	2.3	·	-1.8
COc1cc(/C=N/NC(=O)C(C)Nc2n[nH]c(=O)[nH]c2=O)cc(OC)c1O (stereo unspecified)	-1.9	-0.6	3.2	2.8	-4.9	14.4	-0.4	-1.2	1.8	0.0
O=C(C[n+]1ccccc1)Nc1cc(C(F)(F)F)ccc1Cl	-1.0	-1.9	2.2	0.8	-2.6	-5.7	2.9	·	-5.9	-0.8
CCCCn1c(SCC(=O)N2CCOCC2)nnc1-c1cccs1	1.3	0.0	·	0.4	5.6	2.7	7.5	-2.1	-8.2	2.3

Entries of single compounds, quoted from the list:
`O=C(Nc1ccc(F)cc1)C1CCCCC1` is listed as E coli growth: 2.0; CAL PDZ FP: -0.9; phage Ecoli inh: 2.5; DAGLB inhibitor: -1.6; PvdQ inh: -8.8; Tat transport: -2.4; Rtt109 Vps75: 1.2; Wnt bcat act: ·; PfHsp90 set2: 15.5; AddAB inh: -0.1
`O=c1cc(CN2CCN(c3cccc(Cl)c3)CC2)c2cc(O)c(-c3ccccc3)cc2o1` is listed as E coli growth: -0.2; CAL PDZ FP: -0.7; phage Ecoli inh: 0.8; DAGLB inhibitor: 1.2; PvdQ inh: -0.7; Tat transport: -2.5; Rtt109 Vps75: 4.7; Wnt bcat act: -1.4; PfHsp90 set2: 6.6; AddAB inh: 2.2

(list continues)
SMILES	E coli growth	CAL PDZ FP	phage Ecoli inh	DAGLB inhibitor	PvdQ inh	Tat transport	Rtt109 Vps75	Wnt bcat act	PfHsp90 set2	AddAB inh
COc1ccccc1Oc1ccc(N/C=C/C(=O)c2ccc(C)o2)cc1	1.9	-3.0	6.0	-0.8	-1.1	-4.2	·	1.4	-22.4	1.7
COc1cc(/C=C2\SC(=S)N(CCC(=O)Nc3ccccc3)C2=O)cc(OC)c1OC	1.5	-1.0	4.3	-0.6	-14.3	7.1	4.5	-2.2	-23.3	0.2
Cc1ccc2c(C)c(C(=O)N(C)C(C)c3ccon3)oc2c1C (stereo unspecified)	0.2	-0.1	1.0	-8.6	-15.1	6.1	7.0	?	-5.9	-0.9
CCOc1cc(N2CCOCC2)c(OCC)cc1NC(=O)CN1C(=O)NC2(CCCCC2C)C1=O (stereo unspecified)	·	-0.8	0.1	-0.5	-7.2	-6.6	13.2	-1.7	·	·
O=C1[C@@H]2Cc3c([nH]c4ccccc34)C(c3cccc(Br)c3)N2C(=O)CN1C1CCN(Cc2ccccc2)CC1 (stereo partly specified)	3.4	·	2.7	1.4	-10.4	-10.1	-0.1	-1.1	17.7	-2.5
CSc1nnc(Cc2sc(-c3ccccc3)nc2-c2ccccc2)o1	-0.7	-0.9	1.5	-4.6	1.3	-6.6	5.1	·	·	0.7
O=C(CCc1nnc(Cc2cccc(C(F)(F)F)c2)o1)NCC(F)(F)F	0.9	-1.3	1.7	0.1	-17.1	2.1	·	3.4	-8.8	1.5
CC(Oc1cccc(Cl)c1)C(=O)Nc1ccccc1N1CCCC1 (stereo unspecified)	1.4	-1.5	0.5	-10.7	10.3	12.7	·	-1.9	-35.9	0.0
O=[N+]([O-])c1nn(-c2ccc3c(c2)OCCO3)n(O)c1=Nc1ccccc1	3.4	0.1	5.2	6.1	-7.1	-0.5	-4.8	-10.5	-91.1	2.6
CCOC(=O)c1c(NC(=O)c2cccs2)sc(C(=O)N2CCOCC2)c1C	0.3	-1.0	1.9	1.4	1.8	1.3	-2.9	-2.6	-0.1	0.3
COc1ccc(NC(=O)Cn2nnc(-c3ccccc3F)n2)cc1Cl	-1.7	·	1.1	-2.9	-3.9	-4.8	-4.0	·	19.4	-0.9

Assay outcomes as filed in PubChem BioAssay.
